T cruzi growth: inhibitors of T. cruzi proliferation; T. cruzi beta-gal in NIH3T3, GalScreen luminescence, 90 h; inhibition, % at 8.34 µM; 77,000 compounds, 5.9% hits; AID 624255;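 active means mean inhibition above about 93%, with at least 55% of replicates each passing it, limit read from the data, passing the limit was not always enough; inconclusive means only one of those two conditions holds; inactive means neither condition holds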
KDM4C inh: blocks human GASC-1 (KDM4C) demethylase activity. 96,000 compounds, 0.15% hits. inhibition, % at 12.5 µM. AID 720574. GST-KDM4C 2-372, H3K9me3 peptide, LANCE TR-FRET. Q9H3R0;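 active means mean replicate inhibition above about 25%, with at least 55% of replicates also reaching it, limit read from the data, passing the limit was not always enough; inconclusive means only one of those two conditions met; inactive means neither condition met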
Target sequence (Q9H3R0 2-372 limits assumed): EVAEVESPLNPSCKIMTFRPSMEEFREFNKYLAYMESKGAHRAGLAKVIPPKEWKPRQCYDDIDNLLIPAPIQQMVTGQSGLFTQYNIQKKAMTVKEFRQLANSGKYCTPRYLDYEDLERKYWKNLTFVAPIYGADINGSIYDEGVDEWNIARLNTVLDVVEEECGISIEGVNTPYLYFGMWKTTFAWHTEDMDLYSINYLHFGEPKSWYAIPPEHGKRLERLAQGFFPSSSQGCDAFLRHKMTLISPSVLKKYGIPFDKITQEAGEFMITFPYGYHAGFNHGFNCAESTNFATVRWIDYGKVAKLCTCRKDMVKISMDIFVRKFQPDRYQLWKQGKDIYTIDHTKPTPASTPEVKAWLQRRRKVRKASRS
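Test system – GST-tagged GASC-1 (JMJD2C) catalytic fragment, aa 2-372 · Medium – HEPES buffer, pH 7.5, plus ascorbate · Reagent – H3K9me3 peptide with Fe(II)/2OG · Compound – one test concentration per compound · Timing – 30 min reaction, 60 min detection, RT · Technique – TR-FRET with Eu antibody and ULight streptavidin, EDTA stop · Read-out basis – inhibition from TR-FRET ratio decrease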
C diff HTS: C. difficile growth inhibition; Clostridium difficile clinical isolate growth, OD600, 24 h; hits give low values; 86,000 compounds, 0.25% hits; growth activity, negative = inhibition, % at 16 µg/mL (by protocol);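 active means mean growth activity at or below -80% and every replicate also at or below -80%; inconclusive means mean at or below -80% but some replicate above -80%; inactive means mean growth activity above -80%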;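 further: 0% = DMSO wells and -100% = levofloxacin 16 µg/mL wells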
Pf Dd2 inh: P. falciparum Dd2 growth inhibition | AID 1159554 | 94,000 compounds, 2.3% hits | SYBR Green, 72 h; hits give low values | activity change, % at 10 µM; in the data active means activity change below about -80%; inconclusive means no clear call, values can overlap the other calls
Numbers without * were called inactive; u = inconclusive; x = not tested or not shown; + = active, no number; & = joins results of further samples.

SMILES	T cruzi growth	KDM4C inh	C diff HTS	Pf Dd2 inh
C[C@H]1CN([C@@H](C)CO)C(=O)c2cc(-c3cccc(C#N)c3)cnc2O[C@H]1CN(C)C(=O)C1CCCCC1	81	-1.4	0	4
CN(C)CC(=O)Nc1ccc2c(c1)[C@@H]1C[C@H](CC(=O)NCc3ccncc3)O[C@@H](CO)[C@@H]1O2	-26	2.2	4	7
COC(=O)C[C@H]1C[C@H]2c3cc(NC(=O)NC4CCCCC4)ccc3O[C@H]2[C@@H](CO)O1	6	-0.1	x	13
CCCNC(=O)C[C@@H]1CC[C@H]2[C@@H](COC[C@H](O)CN2C(=O)c2cccnc2)O1	-16	-2.7	4&-2	7
CCC(=O)Nc1ccc2c(c1)OC[C@@H](C)N(Cc1ccccc1OC)C[C@H](C)[C@@H](OC)CN(C)C2=O	91	-0.5	x	-48
C[C@@H]1CN([C@@H](C)CO)C(=O)Cc2cc(N(C)C)ccc2O[C@H]1CN(C)Cc1ccccc1	88	15	-4	-4
COc1cccc(NC(=O)N(C)C[C@@H]2Oc3ncc(C#Cc4ccccc4)cc3C(=O)N([C@@H](C)CO)C[C@H]2C)c1	118*	x	-6	-37
COc1ccc(NC(=O)N[C@@H]2CC[C@@H](CCNS(=O)(=O)c3ccccc3F)O[C@H]2CO)cc1	-24	0.6	x	-14
CC(=O)N1[C@H](C(=O)NCc2ccccc2Cl)[C@@H](CO)[C@@H]2Cn3c(ccc(-c4cncnc4)c3=O)[C@@H]21	-91	0.1	-1	x
CN(C)c1ccc2c(c1)[C@@H]1C[C@H](CC(=O)NCc3ccccc3)O[C@@H](CO)[C@@H]1O2	42	47*	x	-36
COc1ccc(CN(C)C[C@H]2Oc3ccc(NC(=O)Cn4cnnn4)cc3C(=O)N([C@H](C)CO)C[C@H]2C)cc1	13	15	2	5
CN(C)C(=O)c1ccc(-c2ccc(C3[C@@H]4CN(C(=O)C5CCCC5)C[C@H]3N4)cc2)cc1 (some centres not stated)	x	-1.7&2.5	-5&-7	-8&7
COc1ccc2c3c(n(C)c2c1)[C@H](CO)N(Cc1ccccc1)CC31CCN(C(=O)c2ccccc2F)CC1	x	-0.8	5	-68
Cn1cnc(CCNC(=O)[C@H]2[C@H](CO)[C@H]3Cn4c(cccc4=O)[C@H]3N2C(=O)Nc2ccccc2)c1	9	-1.4	8	x
C[C@H](O)C#Cc1cnc2c(c1)C(=O)N([C@@H](C)CO)C[C@H](C)[C@@H](CN(C)C(=O)c1ccccc1)O2	92	-0.2	-4	20
COCC#Cc1cnc2c(c1)C(=O)N([C@H](C)CO)C[C@@H](C)[C@H](CN(C)C(=O)C1CCCCC1)O2	x	-0.1	3	-27
C[C@@H]1CN([C@H](C)CO)C(=O)Cc2cc(NC(=O)Nc3ccc(C(F)(F)F)cc3)ccc2O[C@@H]1CN(C)S(=O)(=O)c1cccs1	84	-1.0	20	15
C[C@@H]1CCCCO[C@@H](CN(C)C(=O)C2CCCCC2)[C@@H](C)CN([C@H](C)CO)C(=O)c2cc(NC(=O)c3ccccc3)ccc2O1	30	-0.7	-2	-44
C[C@@H]1CN([C@@H](C)CO)C(=O)Cc2cc(NC(=O)NC3CCCCC3)ccc2O[C@@H]1CN(C)S(=O)(=O)c1ccc(F)cc1	-7	-0.9	9	-50
CNC[C@@H]1Oc2cc(C#CC3CCCCC3)ccc2S(=O)(=O)N([C@@H](C)CO)C[C@@H]1C	x	-0.7	11	-65
Cc1noc(C)c1S(=O)(=O)Nc1ccc2c(c1)C(=O)N([C@@H](C)CO)C[C@@H](C)[C@@H](CN(C)Cc1ccc(C(=O)Nc3ccccc3N)cc1)O2	u	-1.4	x	-79
COc1ccc(CN2C[C@@H](O)COC[C@@H]3O[C@H](CC(=O)NCc4ccccc4Cl)CC[C@H]32)cc1	37	0.5	-5&-15	-16
CO[C@@H]1CN(C)C(=O)c2cc(NC(C)=O)ccc2OC[C@@H](C)N(C(=O)c2cnccn2)C[C@@H]1C	u	0.7	x	-31
O=C(N[C@H]1CC[C@@H](CCn2cc(C3(O)CCCC3)nn2)O[C@@H]1CO)c1ccccc1F	-30	-0.9	x	2
C[C@H]1CN([C@@H](C)CO)S(=O)(=O)c2ccc(C3=CCCCC3)cc2O[C@H]1CN(C)C(=O)CN(C)C	83	-1.5	5	-57
Cc1noc(C)c1NC(=O)Nc1ccc2c(c1)C(=O)N([C@@H](C)CO)C[C@@H](C)[C@H](CN(C)C(=O)Nc1ccc(C(F)(F)F)cc1)O2	32	0.1	-1	16
O=C(N[C@H]1CC[C@H](CCNC(=O)C2CCC2)O[C@@H]1CO)c1ccccn1	x	-2.7	1	-24
CN(C)CC(=O)N[C@@H]1C=C[C@@H](CC(=O)NCc2ccc(Cl)cc2)O[C@H]1CO	-7	1.4	-2	4
CC(C)(C)[S@](=O)N1Cc2cc(C(=O)NCc3ccc4c(c3)OCO4)nc(-c3cccc(-c4cccnc4)c3)c2[C@@H]1CCO	95	1.2	x	-56
C[C@H]1CN([C@@H](C)CO)C(=O)c2cc(-c3ccc(C#N)cc3)cnc2O[C@H]1CN(C)C(=O)CC1CC1	-19	-0.5	1	7
CN(C)C(=O)c1cccc(-c2ccc(C3[C@H]4CNC[C@@H]3N4Cc3cc(-c4ccccc4)on3)cc2)c1 (some centres not stated)	x	1.0&-0.2	-16&0	-43&-59
Cc1noc(C)c1S(=O)(=O)Nc1ccc2c(c1)C(=O)N([C@H](C)CO)C[C@H](C)[C@H](CN(C)Cc1ccccc1)OCCCC[C@@H](C)O2	x	-0.3	12	-7
Cc1ccccc1S(=O)(=O)N1C[C@@H](O)COC[C@H]2O[C@H](CC(=O)N3CCN(C)CC3)CC[C@@H]21	63	2.8	-6&-16	x
O=C(Nc1ccc(F)cc1)N[C@H]1C=C[C@@H](CC(=O)N2CCCCC2)O[C@H]1CO	51	0.4	4	4
C[C@H](CO)N1C[C@H](C)[C@H](CN(C)C(=O)c2ccncc2)OCc2ccccc2-c2c(n(C)c3ccccc23)C1=O	x	x	-1	-8
C[C@@H]1CCCCO[C@@H](CN(C)C(=O)Nc2ccc(C(F)(F)F)cc2)[C@H](C)CN([C@H](C)CO)C(=O)c2cc(NS(=O)(=O)c3ccc(Cl)cc3)ccc2O1	u	-0.5	2	-38
Cc1ccccc1-c1ccc([C@H]2[C@@H](CO)N3CCCCN(S(=O)(=O)Cc4ccccc4)C[C@@H]23)cc1	93	-1.2	x	7
CC=Cc1ccc2n(c1=O)C[C@H]1[C@H](CO)[C@@H](C(=O)NCc3ccccn3)[C@@H]2N1C (mixture of isomers)	+	0.6	-2	x
CO[C@H]1CN(C)C(=O)c2ccc(NC(C)=O)cc2OC[C@@H](C)N(Cc2ccncc2)C[C@H]1C	-7	1.1	-3	5

Of the compounds above, 8 have fluorine:
SMILES	T cruzi growth	KDM4C inh	C diff HTS	Pf Dd2 inh
COc1ccc(NC(=O)N[C@@H]2CC[C@@H](CCNS(=O)(=O)c3ccccc3F)O[C@H]2CO)cc1	-24	0.6	x	-14
COc1ccc2c3c(n(C)c2c1)[C@H](CO)N(Cc1ccccc1)CC31CCN(C(=O)c2ccccc2F)CC1	x	-0.8	5	-68
C[C@@H]1CN([C@H](C)CO)C(=O)Cc2cc(NC(=O)Nc3ccc(C(F)(F)F)cc3)ccc2O[C@@H]1CN(C)S(=O)(=O)c1cccs1	84	-1.0	20	15
C[C@@H]1CN([C@@H](C)CO)C(=O)Cc2cc(NC(=O)NC3CCCCC3)ccc2O[C@@H]1CN(C)S(=O)(=O)c1ccc(F)cc1	-7	-0.9	9	-50
O=C(N[C@H]1CC[C@@H](CCn2cc(C3(O)CCCC3)nn2)O[C@@H]1CO)c1ccccc1F	-30	-0.9	x	2
Cc1noc(C)c1NC(=O)Nc1ccc2c(c1)C(=O)N([C@@H](C)CO)C[C@@H](C)[C@H](CN(C)C(=O)Nc1ccc(C(F)(F)F)cc1)O2	32	0.1	-1	16
O=C(Nc1ccc(F)cc1)N[C@H]1C=C[C@@H](CC(=O)N2CCCCC2)O[C@H]1CO	51	0.4	4	4
C[C@@H]1CCCCO[C@@H](CN(C)C(=O)Nc2ccc(C(F)(F)F)cc2)[C@H](C)CN([C@H](C)CO)C(=O)c2cc(NS(=O)(=O)c3ccc(Cl)cc3)ccc2O1	u	-0.5	2	-38
